# Screening data: PubChem BioAssay, several laboratories
# b-catenin transl: alters nuclear translocation of beta-catenin in HeLa cells | 190,000 compounds, 0.3% hits | nuclear translocation activity, % at 5 µM | immunofluorescence imaging | AID 1665;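 active = nuclear translocation activity above 50% at 5 µM, with a well cell count of 50 or more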;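 note: per-cell ratio of nuclear to cytoplasmic median beta-catenin stain intensity; plate controls were DMSO negative control for no effect and GSK-3 inhibitor IX positive control for full effect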
#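 Read-out: Nuclear/cytoplasmic beta-catenin signal ratio, % activation | Assay system: Human HeLa cell line | Times: 24 h compound exposure at 37°C, 5% CO2 | Signal: Fluorescence imaging of beta-catenin antibody stain plus DAPI | Dosing: 5 µM primary, 0.02–20 µM confirmation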
# Myeloid diff MLP: myeloid differentiation induction. ER-HoxA9 myeloid progenitors, lysozyme-GFP differentiation, flow cytometry. calls only at 10 µM. 360,000 compounds, 1% hits;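 active = normalized GFP-positive differentiation at or above the plate's own cutoff, the solvent-only control mean plus 3 SD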;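 note: cells exposed to compound for four days before flow analysis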
# MT stabilizer: microtubule stabilizers in HeLa cells; HeLa tubulin immunostaining HCS, 24 h; share of cells brighter than vehicle mean+2SD; % tubulin-high responders, % at 10 µM; 200,000 compounds, 0.83% hits;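 active = plate Z-score above 3 for both tubulin-high and condensed-nucleus cell shares, with cell loss under 80%, at 10 µM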;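 note: anti alpha tubulin signal scored within the nucleus-defined area of each cell; some results filed as inactive read as strong as hits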
# TNAP activation fold: stimulation of alkaline phosphatase TNAP activity – biochemical, luminescent, no phosphate acceptor, uHTS, primary screen (AID 1001); 200,000 compounds, 0.03% hits; purified TNAP, luminescent activation assay, no phosphate acceptor; higher activation fold means a stronger effect; activation fold at 20 µM; hits with a dose series show EC50 in µM; in the data active = activation fold from about 3, or a potency from the dose series; inactive = the rest, 99 in 100 with activation fold below about 1.6; note: many of its hits are not listed in these tables
# Hep lipid drop: modulators of hepatic lipid droplet formation. AML12 mouse hepatocytes, oleate lipid droplets, BODIPY imaging. inhibition, % at 6.5 µM. 240,000 compounds, 0.4% hits. AID 1656;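 active = lipid droplet intensity inhibited by at least 50%, with more than 500 cells counted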
#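 Test system: AML12 hepatocytes (mouse); reagent: oleate loading, 100 µM; dosing: one dose, 6.5 µM compound; incubation: overnight exposure; signal: fluorescence imaging, 20x objective, two fields per well; read-out basis: % inhibition of corrected integrated BODIPY droplet signal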
# Dynein cargo inh: blocks dynein driven cargo transport along microtubules | 3617.4 mouse cells, GR-EGFP nuclear translocation imaging; test concentration mostly 20 µM; stimulated with dexamethasone, 1 µM; active compounds read low | z-score, hits read low | 220,000 compounds, 0.47% hits | AID 1381;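 active = plate z-score of nuclear minus cytoplasmic receptor signal below a set negative limit, without overly bright fluorescence or cell loss, cut at about -3.5 in these data, passing the limit was not always enough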;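 note: z-score of nuclear minus cytoplasmic ring GR-EGFP intensity difference per well; some compounds called inactive have numbers as strong as hits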
#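 Schedule: 48 h induction, then 1 h compound, then 30 min agonist, 37 °C. Buffer or medium: tetracycline-free induction medium containing charcoal-stripped FBS. Reagent: 1.0 µM final dexamethasone stimulus. Evaluation: nuclear versus cytoplasmic GR-EGFP signal, averaged per well. Signal: high-content fluorescence imaging after fixation.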
# Insulin prom up: MIN6 insulin promoter up-regulation. MIN6 insulin promoter-GFP reporter, high-content imaging; active compounds read high. 190,000 compounds, 0.3% hits. z-score at 5 µM;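 active = z-score above 3 at 5 µM with at least 500 cells counted in the well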
# PMI inhibitors: inhibitors of human PMI, primary screen, biochemical, fluorescence intensity, coupled assay (AID 1209); purified PMI enzyme, coupled fluorescence intensity; higher % means a stronger effect; inhibition, % at 20 µM, or IC50 in µM where a hit was titrated; 190,000 compounds, 0.42% hits; in the data active = inhibition above about 50%;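 note: plate controls were DMSO vehicle for no effect and wells lacking substrate for full effect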
# T cell HTS: T cell immune modulators affecting CD8 T cell-vesicle binding; 2C CD8+ T cell-vesicle binding, flow cytometry; active compounds read low; calls only at 7 µM; 330,000 compounds, 0.068% hits; AID 2052;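 active = response, share of CD8 T cells binding vesicles, and their 90th percentile fluorescence all below set limits, cut at about 80% in these data, passing the limit was not always enough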
#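 System: murine 2C transgenic CD8+ T lymphocytes; also added: QL9-loaded Drosophila micro-vesicles; times: binding 1.5 h at 37 °C; measured by: flow cytometry, PE anti-B7-1 (FL2) versus Alexa647 anti-CD8 (FL8), PFA-fixed; control set: Peptide-free naked vesicles (low) and QL9 vesicles with 0.7% DMSO vehicle (high)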
# Dynein cargo inh cytoplasmic EGFP: second read-out of Dynein cargo inh, no call of its own (marks repeat the call); z-score; measured here: cytoplasmic GR-EGFP intensity; active compounds read high
# Dynein cargo inh nuclear GR-EGFP: recorded beside Dynein cargo inh, whose call it bears; z-score; measured here: nuclear GR-EGFP intensity;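 lower value marks the stronger effect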
# Dynein cargo inh cell count: second read-out of Dynein cargo inh, no call of its own (marks repeat the call); z-score; measured here: cell count per field
# Insulin prom up cell count: further read-out of Insulin prom up, marked with its call; cell count; measured here: cytotoxicity, nuclei count;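 total cells summed across four imaged fields per well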
# Hep lipid drop cells 6.5 µM: also measured in Hep lipid drop; calls as there; cell count; measured here: cell count, cytotoxicity flag;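 cells counted across two imaged fields per well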
# b-catenin transl cell count 5 µM: further read-out of b-catenin transl, marked with its call; cell count; measured here: cell count, cytotoxicity flag
# T cell HTS vesicle-bound %: second read-out of T cell HTS, no call of its own (marks repeat the call); double positive events, %; measured here: CD8+ vesicle-bound cell fraction;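 binding gate set so that unloaded-vesicle control wells show 10% double positive cells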
# MT stabilizer Hoechst-high %: further read-out of MT stabilizer, marked with its call; % Hoechst-high responders; measured here: nuclear condensation Hoechst responders;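 share of cells brighter than vehicle mean plus two SD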
# MT stabilizer cytotoxicity %: also measured in MT stabilizer; calls as there; toxicity, %; measured here: cytotoxicity by cell density;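 0% = mean cell density of plate MIN control wells and 100% = no cells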
# Myeloid diff MLP GFP+ MAC1+ %: further read-out of Myeloid diff MLP, marked with its call; GFP+ MAC1+ double positive, %; measured here: differentiation confirmed by MAC1 staining
# Numbers without * were called inactive; i = inactive; nt = not tested or not shown.
SMILES,b-catenin transl,b-catenin transl cell count 5 µM,Myeloid diff MLP,Myeloid diff MLP GFP+ MAC1+ %,MT stabilizer,MT stabilizer Hoechst-high %,MT stabilizer cytotoxicity %,TNAP activation fold,Hep lipid drop,Hep lipid drop cells 6.5 µM,Dynein cargo inh,Dynein cargo inh cytoplasmic EGFP,Dynein cargo inh nuclear GR-EGFP,Dynein cargo inh cell count,Insulin prom up,Insulin prom up cell count,PMI inhibitors,T cell HTS,T cell HTS vesicle-bound %
Cc1ccc2nc(=O)c(NNc3ccccc3)cnc2c1,-10,597,i,0.4,3.5,2.2,4.5,1.1,52*,774*,0.26,-0.17,1.2,-1.1,-0.8,1348,-1%,i,59
COC(=O)c1sc(NC(=O)C(C)C)c(C(=O)OC)c1C,0.0,816,i,0.3,7.3,2.3,2.3,1.1,nt,nt,-0.52,-0.32,0.047,0.77,2.5,1064,7%,i,21
CCN(C(=O)Cn1c(=O)n(-c2cc(OC)c(OC)c(OC)c2)c(=O)c2ccccc21)c1cccc(C)c1,2.1,595,i,1.2,1.6,1.7,9.2,1.1,-5,738,-0.037,-0.22,0.13,0.21,nt,nt,-11%,i,49
Cn1nc(C(F)(F)F)c(-c2ccc(Br)cc2)c1NC(=O)Nc1ccc(F)cc1F,1.7,1264,i,0.2,nt,nt,nt,nt,13,735,0.27,-0.23,0.55,-0.48,-0.08,1135,nt,i,30
O=C(c1ccc(Cl)cc1[N+](=O)[O-])N1CCc2ccccc2C1,-0.6,991,i,0.4,1.7,2.0,3.1,1.1,-22,642,0.98,-0.0039,0.81,-1.7,-0.64,1488,-4%,i,59
CCc1ccc(CNC(=O)c2cc3c(C)nc4ccccc4c3o2)cc1,1.4,1065,i,3.5,7.1,1.2,7.8,1.2,-2,623,-0.23,-0.16,-0.094,-0.099,-1.1,1457,23%,i,28
Cc1onc(-c2c(Cl)cccc2Cl)c1COC(=O)c1ccc(Cl)cc1,-3.4,1073,i,0.2,nt,nt,nt,nt,-25,603,1.9,-0.21,0.73,-1.1,0.07,1379,nt,i,46
COc1cc(NC(=O)C2CC2C)c(C(=O)O)cc1OC (stereo not drawn),-8.8,1313,i,0.9,2.4,1.0,7.4,1.1,-8,753,4.3,0.77,3.3,-2.8,-0.32,932,4%,i,54
O=C(Nc1cccnc1Cl)c1ccc(S(=O)(=O)N2CCCCCC2)cc1,-5.6,1211,i,4.9,2.2,0.8,2.7,1,7,756,-0.69,-0.25,-0.043,0.79,0.29,899,11%,i,50
Cc1ccc(NC(=O)c2cc(NC(=O)c3ccco3)ccc2N2CCOCC2)cc1Cl,-5.7,1236,i,0.5,2.2,1.1,7.4,1.1,18,819,-0.068,-0.17,0.59,0.32,-1.3,907,5%,i,1
Nc1nc(SCc2ccc(Cl)cc2Cl)n[nH]1,0.4,1062,i,0.6,2.4,1.3,5.6,1.2,-2,729,-0.0055,-0.23,-0.0062,-0.72,-1.5,1322,12%,i,50
O=C1C(=O)c2ccccc2C(O)=C1c1cccc([N+](=O)[O-])c1,0.2,1261,i,0.3,nt,nt,nt,nt,-16,697,2.2,-0.047,0.88,-2.4,0.52,1388,nt,i,18
O=C(NCCc1ccccc1)c1cc(=O)[nH]c2ccccc12,-3.9,1095,i,1.1,2.6,2.5,5.6,1.1,13,718,1.1,-0.35,0.81,1,0.3,1284,-2%,i,40
Clc1nc(-c2ccccc2)cc(-c2ccccc2)n1,-0.3,987,i,0.0,4.3,2.1,7.8,1.2,7,573,-0.19,-0.28,-0.18,0.4,0.57,1417,10%,i,23
CC(OC(=O)CCc1nc2ccccc2c(=O)[nH]1)C(=O)NC1CCCC1 (stereo not drawn),0.3,1126,i,0.7,4.4,2.2,3.5,1,3,635,-0.61,-0.24,-0.58,0.39,-0.13,1523,4%,i,41
Cn1c(=O)c([N+](=O)[O-])c(Oc2ccccc2)c2ccccc21,-0.9,1023,i,1.1,1.9,0.7,10,1,-8,586,-6.5*,1.6*,-2.8*,0.67*,0,1412,nt,nt,nt
O=S(=O)(NNc1nccc(C(F)(F)F)n1)c1cccc(Cl)c1Cl,0.9,1292,i,0.2,nt,nt,nt,nt,-3,693,0.45,-0.2,0.015,-0.015,-0.01,1098,nt,i,27
CCOCCc1nnc(NC(=O)C(CC)c2ccccc2)s1 (stereo not drawn),nt,nt,i,2.1,1.2,2.1,10,1.2,13,716,1.1,-0.031,0.54,-1,nt,nt,0%,i,32
Cc1ccc(C2CC2c2n[nH]c(=S)n2-c2ccc(C)cc2)cc1 (stereo not drawn),1.9,1063,i,0.4,1.9,1.5,6.2,1,6,753,1.9,-0.21,1.2,-1.2,nt,nt,19%,nt,nt
Cc1cc(C)nc(SCC(=O)NC2=NN=C(c3ccc(Br)cc3)CS2)n1,-1.4,1289,i,1.2,1.8,2.2,2.8,1,nt,nt,0.18,-0.11,-0.063,0.29,-1.6,1537,11%,i,58

# As entered above:
# For MT stabilizer Hoechst-high %, `Cc1ccc(NC(=O)c2cc(NC(=O)c3ccco3)ccc2N2CCOCC2)cc1Cl` is listed with 1.1
# For Hep lipid drop, `O=C(c1ccc(Cl)cc1[N+](=O)[O-])N1CCc2ccccc2C1` is listed with -22

# The results go on:
SMILES,b-catenin transl,b-catenin transl cell count 5 µM,Myeloid diff MLP,Myeloid diff MLP GFP+ MAC1+ %,MT stabilizer,MT stabilizer Hoechst-high %,MT stabilizer cytotoxicity %,TNAP activation fold,Hep lipid drop,Hep lipid drop cells 6.5 µM,Dynein cargo inh,Dynein cargo inh cytoplasmic EGFP,Dynein cargo inh nuclear GR-EGFP,Dynein cargo inh cell count,Insulin prom up,Insulin prom up cell count,PMI inhibitors,T cell HTS,T cell HTS vesicle-bound %
CCOC(=O)CNC(=O)Nc1ccccc1C(=O)OC,nt,nt,i,0.9,2.4,1.8,7.1,1.1,0,803,-1.4,-0.28,-0.47,1.2,0.25,1010,-9%,i,44
Cc1cc(Br)c(NC(=O)c2ccccc2[N+](=O)[O-])cc1C,-2.0,1042,i,0.1,2.6,2.1,11,1.1,1,681,-0.51,-0.28,-0.14,0.44,-0.88,1608,4%,i,49
CCOC(=O)c1ccccc1OCc1cc(/C=N/n2cncn2)ccc1OC,13,1010,i,0.6,2.4,0.9,30,1,-4,676,0.02,-0.27,0.31,0.7,nt,nt,11%,i,17
O=C(CSc1nnnn1-c1ccccc1)c1ccco1,-3.5,1130,i,0.6,3.3,1.8,5.9,1.2,5,667,-0.19,-0.041,-0.19,-0.071,0.16,1356,-16%,i,48
COc1cccc(-c2cc(C(=O)Nc3cnn(Cc4ccccc4C)c3)no2)c1,0.0,1346,i,5.8,1.8,1.8,1.4,1,nt,nt,0.24,0.98,0.34,0.12,-0.71,1636,-8%,i,39
CN(CC(=O)Nc1ccccc1Cl)C(=O)c1cc(=O)[nH]c2ccccc12,-0.7,1325,i,0.5,nt,nt,nt,nt,-21,762,-0.2,-0.26,0.0014,0.4,0.08,1095,nt,i,48
O=C(COc1ccc(Cc2ccccc2)cc1)c1ccc(F)cc1,0.6,1039,i,0.6,1.7,2.0,7.2,1.1,0,663,-0.41,-0.32,-0.54,0.32,-0.12,1547,24%,i,54
CN(C)CCCN(C(=O)c1cccc(N2C(=O)CCC2=O)c1)c1nc2cc3c(cc2s1)OCO3,-0.2,1068,i,0.1,6.2,38,44,1.1,16,710,1.5,-0.32,1.1,0.69,-0.2,1385,-14%,i,15
COc1ccc(-c2nc3ccc(C(=O)NCC(OC)OC)cc3nc2-c2ccc(OC)cc2)cc1,1.0,1048,i,0.5,2.4,1.5,12,1.1,22,749,0.8,-0.074,0.058,-2,-0.48,1196,-15%,i,23
CCCCNC(=O)OC(C)CNC(=O)Oc1cccc(C)c1 (stereo not drawn),1.1,988,i,1.5,2.4,2.3,1.4,1.1,12,722,-0.48,-0.26,0.41,-0.027,1.4,1271,12%,i,33
CCOc1ccc(NC(=O)c2ccc(NC(=O)Cc3n[nH]c(=O)c4ccccc34)cc2)cc1,-0.6,1063,i,0.2,nt,nt,nt,nt,-16,735,-0.57,-0.26,-0.35,1.3,0.01,1465,nt,i,51
CC(=O)Nc1ccc(NC(=O)C2CC(=O)N(c3cccc(Cl)c3)C2)cc1 (stereo not drawn),-0.4,1130,i,0.6,4.0,2.5,15,1.1,30,687,2.5,-0.26,1.5,-2.1,-0.19,1366,-12%,i,19
c1ccc2[nH]c(NCc3ccc4c(c3)OCO4)nc2c1,0.4,1486,i,0.2,1.4,1.5,12,1.3,-16,636,-0.12,-0.32,-0.37,0.24,-0.4,1460,-12%,i,56
Cc1nnc(NC(=O)COc2ccc3c(C)cc(=O)oc3c2)s1,-7.0,1280,i,0.6,2.6,1.8,6.0,1.2,6,796,0.87,0.058,0.98,-1.2,-1.3,999,-13%,i,40
Cc1cc(NCCCN2CCOCC2)n2nc(C)c(-c3ccc(F)cc3)c2n1,-2.7,846,i,0.6,3.1,1.7,5.9,1,nt,nt,-0.34,-0.23,-0.061,0.55,0.29,837,14%,i,48
